Screening results: PubChem BioAssay, several laboratories
M1AAP inhibition = P. falciparum M1AAP inhibitors, biochemical, fluorogenic H-Leu-NHMec substrate, 1536-well (AID 1445); inhibition, % at 30 µM, or IC50 in µM where a hit was titrated; 0.42% of 220,000 active; recombinant M1AAP, H-Leu-NHMec fluorogenic kinetic assay; higher % means a stronger effect;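 active = primary inhibition above the hit cutoff, then over 50% inhibition at one or more dose response concentrations, cut at about 23% in these data, passing the limit was not always enough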;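 also: plate controls were DMSO full reaction for no effect and no enzyme background for full effect; strong numbers were not always called active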
AID2073 = inhibitors of Mint1-CaV2.2 protein interaction, biochemical, HTRF (AID 2073). HTRF protein-protein interaction, Mint1-CaV2.2; higher % means a stronger effect. Voltage-dependent N-type calcium channel subunit alpha-1B (Homo sapiens). inhibition, % at 20 µM, or IC50 in µM where a hit was titrated. 0.19% of 290,000 active; in the data active = inhibition mostly above about 51%, no sharp cut-off; also: some results filed as inactive read as strong as hits
Siah-1 displacement = Siah-1 peptide-binding antagonists, primary screen, biochemical, fluorescence polarization, rhodamine-plectin, uHTS (AID 1817). displacement, % at 20 µM, or IC50 in µM where a hit was titrated. Siah-1 / rhodamine-plectin peptide fluorescence polarization; higher % means a stronger effect. 0.02% of 290,000 active. E3 ubiquitin-protein ligase SIAH1 (Homo sapiens);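 active = displacement of at least 50% at 20 µM, with a fluorescence ratio check between 0.3 and a set limit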;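 also: plate controls were Siah plus tracer with DMSO for no effect and tracer alone without Siah for full effect; strong numbers were not always called active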
LYP phosphatase = inhibitors of LYP phosphatase, biochemical, fluorescence intensity, uHTS (AID 1779); Tyrosine-protein phosphatase non-receptor type 22 (Homo sapiens); recombinant LYP phosphatase, fluorescence intensity; higher % means a stronger effect; one-dose inhibition, % at 11.5 µM; IC50 in µM for titrated hits; 0.054% of 290,000 active;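 also: plate controls were vehicle with enzyme for no effect and no enzyme for full effect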
PMI inhibitors = inhibitors of human PMI, primary screen, biochemical, fluorescence intensity, coupled assay (AID 1209). Mannose-6-phosphate isomerase (Homo sapiens). purified PMI enzyme, coupled fluorescence intensity; higher % means a stronger effect. inhibition, % at 20 µM; hits with a dose series show IC50 in µM. 0.42% of 190,000 active;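 also: plate controls were DMSO vehicle for no effect and wells lacking substrate for full effect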
human PMI inhibitors = human PMI inhibitors, high substrate, primary screen, biochemical, fluorescence intensity, high mannose 6-phosphate (AID 1220); recombinant PMI enzyme, coupled fluorescence intensity; higher % means a stronger effect; 0.66% of 190,000 active; Mannose-6-phosphate isomerase (Homo sapiens); one-dose inhibition, % at 20 µM; IC50 in µM for titrated hits
XIAP antagonists = XIAP antagonists, biochemical, IAP family, fluorescence polarization (AID 1018) | XIAP BIR domain, fluorescence polarization peptide displacement; higher % means a stronger effect | 0.007% of 200,000 active | one-dose displacement, % at 20 µM; IC50 in µM for titrated hits; in the data active = displacement above about 50%; also: a part of the inactive calls stands beside numbers as strong as those of hits
Dynein cargo inh = inhibitors of GR-EGFP nuclear translocation, primary screen, dynein cargo transport inhibitor project, imaging, high-content, 3617.4 mouse cells; z-score, hits read low; 0.47% of 220,000 active; AID 1381, 2008; test concentration mostly 20 µM; stimulated with dexamethasone, 1 µM; hits give low values;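 active = plate z-score of nuclear minus cytoplasmic receptor signal below a set negative limit, without overly bright fluorescence or cell loss, cut at about -3.5 in these data, passing the limit was not always enough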;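 also: z-score of nuclear minus cytoplasmic ring GR-EGFP intensity difference per well; some compounds called inactive have numbers as strong as hits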
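Buffer or medium: tetracycline-free induction medium containing charcoal-stripped FBS / Reagent: dexamethasone agonist, 1.0 µM final, for 30 min / Technique: automated 10x imaging of fixed Hoechst-stained cells / Times: induction 48 h, compound 1 h, agonist 30 min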
P. falciparum M17LAP = P. falciparum M17LAP inhibitors, primary screen, biochemical, fluorogenic H-Leu-NHMec substrate, 1536-well (AID 1619); 0.38% of 220,000 active; Leucine aminopeptidase (Plasmodium falciparum (isolate 3D7)); recombinant M17LAP, H-Leu-NHMec fluorogenic kinetic assay; higher % means a stronger effect; inhibition, % at 30 µM, or IC50 in µM where a hit was titrated;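 active = compound inhibiting the enzyme by more than half at any dose during confirmatory dose-response retesting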;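 also: plate controls were full reaction with DMSO carrier for no effect and no enzyme background for full effect; strong numbers were not always called active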
Dynein cargo inh cytoplasmic EGFP = further read-out of Dynein cargo inh, marked with its call; z-score; measured here: cytoplasmic GR-EGFP intensity; hits give high values
Dynein cargo inh nuclear GR-EGFP = also measured in Dynein cargo inh; calls as there; z-score; measured here: nuclear GR-EGFP intensity;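 lower value marks the stronger effect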
Dynein cargo inh cell count = second read-out of Dynein cargo inh, no call of its own (marks repeat the call); z-score; measured here: cell count per field
* marks the source's active call; other numbers are inactive results; x = not tested or not shown. Rule as the data show it, unless noted: active = inhibition above about 50%; inactive = the rest.

SMILES | M1AAP inhibition | AID2073 | Siah-1 displacement | LYP phosphatase | PMI inhibitors | human PMI inhibitors | XIAP antagonists | Dynein cargo inh | Dynein cargo inh cytoplasmic EGFP | Dynein cargo inh nuclear GR-EGFP | Dynein cargo inh cell count | P. falciparum M17LAP
CCOc1ccc(NC(=S)NN2CCN(C)CC2)cc1 | 6% | -2% | 7% | -3% | -2% | 6% | -4.7% | -0.87 | -0.27 | -0.75 | 0.67 | -6%
CN1CCN(S(=O)(=O)c2ccc(N3CCN(C(=O)c4ccccc4)CC3)nc2)CC1 | 0% | 9% | 7% | -3% | 5% | 16% | -4.4% | 0.54 | -0.18 | 0.39 | 0.092 | -2%
CN(C)S(=O)(=O)c1ccc(C(=O)N(c2ccccn2)c2ccccn2)cc1 | -1% | 3% | 3% | 0% | 7% | 9% | 3.6% | 2.3 | -0.13 | 1 | -0.97 | -6%
Fc1cccc(NC(=S)NCc2ccc(Cl)cc2)c1 | 8% | 0% | -2% | -1% | 3% | 10% | -1.0% | 0.015 | -0.22 | -0.41 | 0.12 | 1%
CCCCN(Cc1ccco1)C(=O)c1cc2c(=O)[nH]c3ccc(C)cc3c2s1 | 7% | 0% | 0% | 11% | 20% | 21% | -5.6% | 1.3 | 0.12 | 0.91 | -1.5 | 2%
COc1ccc(-n2nnnc2-c2cn(C)nc2C(F)(F)F)cc1 | -6% | -5% | 4% | -7% | 5% | 2% | -6.1% | x | x | x | x | 3%
COc1cccc(N2C(=O)C3CCCN3C2c2ccc(Cl)cc2)c1 (stereo unspecified) | 0% | 5% | -1% | 2% | -3% | 4% | -8.0% | -0.44 | -0.25 | -0.26 | 0.31 | 6%
Cc1ccc(/C=N\Nc2cn[nH]c(=O)c2Cl)cc1 | 14% | -6% | 5% | 8% | -4% | -3% | -5.0% | 0.17 | -0.17 | 0.23 | -0.041 | 4%
CC(=O)NNC(=S)NCCc1ccccc1 | 7% | -19% | 0% | 0% | 0% | 3% | -7.8% | -0.44 | -0.16 | -0.15 | -0.18 | 10%
CCOC(=O)Nc1ccc(Cc2ccncc2)cc1 | 4% | 10% | 6% | -8% | 2% | -1% | -6.8% | 1 | -0.23 | 0.28 | -0.3 | 5%
COc1cc(NC(=O)CSc2cc(C)c3cc(C)cc(C)c3n2)c(C(=O)O)cc1OC | 13% | 9% | 6% | -7% | x | x | x | -0.99 | -0.23 | 0.18 | -0.36 | 15%
c1ccc(-n2c(Sc3cnccn3)nnc2-c2cccs2)cc1 | 10% | -10% | -2% | 0% | 11% | 10% | -0.1% | 0.16 | -0.11 | 0.34 | -0.26 | 7%
CCOC(=O)CSc1nnc(CSc2nc3ccccc3s2)n1C | 4% | 6% | -7% | -6% | 4% | 2% | -0.3% | -0.073 | -0.27 | 0.18 | -0.66 | -3%
CCOC(=O)c1c(N)n[nH]c1-c1ccc(OC)cc1 | 10% | -3% | 2% | -3% | 13% | 10% | -7.4% | 0.38 | -0.26 | 0.15 | 0.16 | 18%
CCc1cc(CC)c(/C=N/NC(N)=O)c(CC)c1/C=N/NC(N)=O | 2% | 19% | 8% | -4% | -2% | -1% | -4.5% | -0.05 | -0.23 | 0.0065 | 0.59 | 0%
COC(=O)C1=CN(C)C=C(C(=O)OC)C1c1ccc(Cl)cc1Cl | 3% | 5% | 0% | 0% | 5% | 16% | -3.9% | -0.69 | -0.23 | -0.049 | 0.23 | -53%
CCCC(=O)N1CCN(c2ccc(NC(=O)C(C)(C)C)cc2Cl)CC1 | 1% | 7% | 0% | -10% | -6% | -12% | -3.8% | -0.56 | -0.26 | -0.31 | 0.89 | -5%
Cc1c(C(=O)O)c(-c2ccccc2)nn1-c1ccccc1 | 5% | -3% | 0% | -9% | 4% | -2% | -6.6% | 0.043 | -0.18 | 0.38 | 0.34 | 21%
COc1cc(/C=C2/SC(=S)N(c3c(C)n(C)n(-c4ccccc4)c3=O)C2=O)ccc1O | 11% | -6% | -7% | 3% | 6% | 6% | -5.4% | 0.43 | -0.17 | 0.56 | -0.82 | 16%
CC(C)OC(=O)CC1C(=O)NCCN1C(=S)NC(=O)c1ccccc1Cl (stereo unspecified) | -1% | -16% | 8% | -11% | 6% | 0% | -1.4% | 0.13 | -0.28 | -0.042 | -0.012 | 2%
O=C(Nc1ccc(N2CCN(C(=O)c3ccc(Cl)cc3)CC2)cc1)c1ccc(Br)o1 | 5% | -4% | -1% | -4% | 13% | 9% | -13% | 0.65 | -0.25 | 0.93 | -0.29 | -4%
CCn1c(SC)nnc1-c1nn(-c2ccccc2)ccc1=O | -1% | 14% | 2% | -6% | 36% | 11% | -0.4% | 3 | -0.021 | 1.5 | -1.7 | 20%
Cc1cc(NC(=O)CSc2nnc(-c3ccncc3)n2N)ccc1Br | -6% | -5% | -4% | -6% | 11% | 10% | -5.0% | 1.2 | -0.22 | 0.5 | -0.099 | -19%
CC1CCN(C(=O)c2ccc(S(=O)(=O)Cc3cccc(F)c3)c([N+](=O)[O-])c2)CC1 | 1% | 5% | -3% | 1% | -10% | -3% | -1.1% | -0.28 | -0.22 | -0.19 | 0.89 | -23%
Cc1cc(NC(=O)CSc2nnc(Cc3ccccc3)n2C)no1 | -1% | -11% | 0% | -9% | 4% | 7% | 1.0% | 0.1 | -0.26 | -0.085 | 0.42 | 9%
CC(C)Oc1ccc(/C=C(\NC(=O)/C=C/c2ccco2)C(=O)NCCc2nc3ccccc3[nH]2)cc1 | -2% | 9% | -6% | 5% | 14% | 4% | -4.1% | -0.47 | -0.23 | 0.057 | 0.16 | -3%
COc1ccc(-n2nc(C(=O)Nc3ccc4c(c3)OCO4)c3c4ccccc4n(C)c3c2=O)cc1 | x | 30% | 3% | 3% | 13% | 9% | -0.3% | 0.98 | -0.18 | 0.2 | 0.2 | x
CN1C=CC=C/C1=C(\C#N)c1nc2ccccc2[nH]1 | 8% | -8% | 3% | -6% | 2% | 13% | -4.9% | -0.25 | -0.21 | 0.029 | 0.94 | -5%
O=C1c2ccccc2NC(c2ccc(F)cc2)N1Cc1ccco1 (stereo unspecified) | 8% | 5% | 6% | 1% | -13% | -5% | -2.6% | -1.4 | -0.0089 | -0.71 | 2.1 | -24%
O=C(N/N=C/c1cccc(Br)c1)c1ccc(Cn2cc(Br)cn2)o1 | 0% | -4% | 0% | -1% | 11% | 10% | -2.5% | 0.039 | -0.25 | -0.0033 | -0.41 | -1%
C/C(NC(=O)c1ccccc1)=C1/C(=O)CC2C1C2(C)C (stereo unspecified) | 8% | -8% | -2% | -5% | 12% | 14% | 0.8% | 0.022 | -0.31 | 0.16 | 0.86 | 1%
COc1ccccc1N1CCN(C(=O)c2oc3ccc(Br)cc3c2C)CC1 | 4% | 2% | -2% | -1% | 2% | -7% | -6.2% | -0.32 | -0.3 | -0.52 | 0.76 | -5%
Cc1c(NC(=O)Nc2ccc(Cl)c(Cl)c2)c(=O)n(-c2ccccc2)n1C | 1% | 5% | 8% | -6% | 17% | 13% | -4.9% | -0.71 | -0.19 | 0.069 | 0.16 | 7%
CCOc1ccc(S(=O)(=O)NCCSc2ccccc2)cc1 | 1% | -2% | -3% | -9% | 1% | 2% | -3.8% | 0.49 | 0.3 | 0.25 | -0.12 | -11%
COc1ccc(-n2cnc3c(cnn3CCC#N)c2=N)cc1 | 7% | -5% | -1% | -2% | -4% | -3% | -1.8% | -0.34 | -0.18 | -0.16 | 0.53 | 5%
CCOc1cc2[nH]c(=O)n(CCC(=O)NCc3ccc(OC)cc3)c(=O)c2cc1OCC | -1% | 4% | -1% | -2% | 6% | 6% | -2.3% | 1.8 | 0.024 | 1 | -1.7 | 10%
COc1cc(C(=O)NCCC(C)C)ccc1OCc1ccc(Cl)cc1Cl | 4% | 6% | 2% | 7% | 9% | 4% | -3.2% | 0.13 | -0.13 | 0.56 | -0.037 | 0%
CCc1ccc(C2CC(c3ccc(Cl)cc3)=NNC2=O)cc1 (stereo unspecified) | 8% | -22% | 0% | 2% | 18% | 17% | -2.9% | -0.13 | -0.29 | -0.19 | 0.52 | 15%
c1cncc(-c2cccnc2)c1 | 2% | 17% | -2% | -3% | 1% | -3% | -0.3% | -0.68 | -0.29 | -0.017 | 0.087 | -7%

An excerpt from above in order of SMILES length, smallest number first:
SMILES | M1AAP inhibition | AID2073 | Siah-1 displacement | LYP phosphatase | PMI inhibitors | human PMI inhibitors | XIAP antagonists | Dynein cargo inh | Dynein cargo inh cytoplasmic EGFP | Dynein cargo inh nuclear GR-EGFP | Dynein cargo inh cell count | P. falciparum M17LAP
CCOc1ccc(S(=O)(=O)NCCSc2ccccc2)cc1 | 1% | -2% | -3% | -9% | 1% | 2% | -3.8% | 0.49 | 0.3 | 0.25 | -0.12 | -11%
COc1ccc(-n2cnc3c(cnn3CCC#N)c2=N)cc1 | 7% | -5% | -1% | -2% | -4% | -3% | -1.8% | -0.34 | -0.18 | -0.16 | 0.53 | 5%
C/C(NC(=O)c1ccccc1)=C1/C(=O)CC2C1C2(C)C (stereo unspecified) | 8% | -8% | -2% | -5% | 12% | 14% | 0.8% | 0.022 | -0.31 | 0.16 | 0.86 | 1%
COc1cc(C(=O)NCCC(C)C)ccc1OCc1ccc(Cl)cc1Cl | 4% | 6% | 2% | 7% | 9% | 4% | -3.2% | 0.13 | -0.13 | 0.56 | -0.037 | 0%
CCOc1cc2[nH]c(=O)n(CCC(=O)NCc3ccc(OC)cc3)c(=O)c2cc1OCC | -1% | 4% | -1% | -2% | 6% | 6% | -2.3% | 1.8 | 0.024 | 1 | -1.7 | 10%
